# HEK293 tox = qHTS of GLP-1 Receptor Inverse Agonists: Cytotox Screen. HEK293 cAMP-luciferase reporter cells, luminescence, 24 h. Potency, µM (titrated, usually from 38.3 µM), without a hit: at the highest dose activity change, negative = inhibition, hits mostly inhibitors. 410,000 tested, 0.13% active;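 note: loss of luciferase light is scored as toxicity; potency is the fitted concentration of half-maximal effect; % is set by controls: 0 for no effect and ±100 for the full control effect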
#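 Step one: seed cells (200 cells/uL, DMEM with 10% Nu serum, 1% pen-strep). Step two: 12-hour incubation at 37 deg C. Step three: pin 23 nL compound, incubate 24 hr. Step four: add luciferase reagent, read luminescence 12 min later.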
# EPAC1 ag = qHTS for Agonist of cAMP-regulated guanine nucleotide exchange factor 3 (EPAC1): primary screen; 360,000 tested, 0.073% active; EPAC1 agonist qHTS, biochemical assay; response scale: 100% = response to 6.5 mM cAMP; Potency, µM (titrated, usually from 154 µM), inactives show at the highest dose activation, actives largely listed as activators; Rap guanine nucleotide exchange factor 3 (Homo sapiens), O95398; AID 720707, 2013; note: potency is the fitted concentration of half-maximal effect; nearly all actives have a fitted effect of over 60% in size
#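 Compounds were pinned as a concentration titration into mixtures of EPAC1 (100 nM), BODIPY-GDP-loaded Rap1B (250 nM) and GDP (50 uM). After 5 min at room temperature, fluorescence was followed for 30 min; activity was scaled to 6.5 mM cAMP.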
# EPAC1 antagonist = qHTS for Antagonist of cAMP-regulated guanine nucleotide exchange factor 3 (EPAC1): primary screen | Rap guanine nucleotide exchange factor 3 (Homo sapiens), O95398 | EPAC1 GEF assay, Rap1b-BODIPY-GDP exchange fluorescence | Potency, µM (highest dose often 115 µM), for the others: at the highest dose activity change, negative = inhibition, hits mostly inhibitors | 360,000 tested, 0.14% active;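 note: potency is the fitted concentration of half-maximal effect; plate controls were vehicle for no effect and positive control for full effect; nearly all actives have a fitted effect of over 50% in size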
# IL2 activator = qHTS of IL-2 Activators; IL-2 activation reporter assay, cell-based qHTS; stimulated with anti-CD3/CD4/CD28 beads; in transgenic mouse T cells; activation, % (series mostly up to about 46 µM); 360,000 tested, 0.065% active; in the data active = activation above about 50%; inconclusive = mostly about 30% to 49%; note: 0% is about no effect
#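 Readout is EGFP and DsRed signal by fluorescent plate cytometry after 18 h at 37 degrees C. Transgenic mouse T cells (750/well) received compound for 60 min before bead stimulation (anti-CD3, anti-CD4, anti-CD28); memory T cells served as non-tolerant control.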
# GLP1R inv ag = qHTS of GLP-1 Receptor Inverse Agonists (Inhibition Mode) | Glucagon-like peptide 1 receptor (Homo sapiens), P43220 | HEK293 GLP-1R CRE-luciferase, luminescence, 24 h; GLP-1R form is constitutively active | 410,000 tested, 1.6% active | Potency, µM (top dose mostly 38.3 µM), inactives show at the highest dose activity change, negative = inhibition, hits mostly inhibitors; note: potency is the fitted concentration of half-maximal effect; % is set by controls: 0 for no effect and ±100 for the full control effect; nearly all actives have a fitted effect of over 55% in size
# Target sequence (P43220 whole entry, looked up): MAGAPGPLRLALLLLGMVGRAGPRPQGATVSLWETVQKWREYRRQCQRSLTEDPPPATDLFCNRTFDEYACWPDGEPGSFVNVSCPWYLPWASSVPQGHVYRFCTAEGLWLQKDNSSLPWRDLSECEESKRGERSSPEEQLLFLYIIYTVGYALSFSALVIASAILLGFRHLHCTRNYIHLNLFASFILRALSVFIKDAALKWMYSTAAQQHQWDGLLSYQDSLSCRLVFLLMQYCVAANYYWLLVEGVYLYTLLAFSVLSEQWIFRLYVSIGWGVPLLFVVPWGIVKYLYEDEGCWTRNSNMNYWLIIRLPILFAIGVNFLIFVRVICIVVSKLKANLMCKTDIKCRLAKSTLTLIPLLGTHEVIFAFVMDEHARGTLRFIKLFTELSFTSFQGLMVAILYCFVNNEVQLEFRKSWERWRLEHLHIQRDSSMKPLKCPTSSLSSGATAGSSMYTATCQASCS
#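 Assay principle: reduced luminescence from a cAMP-responsive reporter in HEK293 cells co-expressing a constitutively active GLP-1R. Conditions: 24 hr compound incubation, 37 deg C, 5% CO2.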
# PI5P4Ka inh = qHTS for Inhibitors of phosphatidylinositol 5-phosphate 4-kinase (PI5P4K) | Phosphatidylinositol 5-phosphate 4-kinase type-2 alpha (Homo sapiens), P48426 | PI5P4Kalpha enzyme, ADP-Glo luminescence, 60 min; active compounds read low | max response, % | 330,000 tested, 1.2% active | AID 652105, 2013; active = max response of -50% or lower; inconclusive = between -30% and -50%; inactive = -30% or higher; note: value at the top dose of about 77 µM; % is set by controls: 0 for no effect and ±100 for the full control effect
#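 Luminescence from ADP-Glo served as readout of PI5P4Kalpha activity in a qHTS format. Reaction: enzyme, substrate, compound, ATP at 5 microM final, 60 min at RT.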
# GLP-1R agonist = qHTS of GLP-1 Receptor Agonists. AID 624172, 2012. Glucagon-like peptide 1 receptor (Homo sapiens), P43220. HEK293 GLP-1R CRE-luciferase, luminescence, 4-6 h; cells express a hypersensitive GLP-1R form. 380,000 tested, 0.007% active. Potency, µM (top dose mostly 45.6 µM), without a hit: at the top dose activation, actives largely listed as activators; note: potency is the fitted concentration of half-maximal effect; % of control where 0% means no effect
# PLK1 PBD block = qHTS for Inhibitors of PLK1-PDB (polo-like kinase 1 - polo-box domain): Primary Screen | Serine/threonine-protein kinase PLK1 (Homo sapiens), P53350 | Plk1 PBD binding of FITC phosphopeptide, fluorescence polarization | Potency, µM, without a hit: max response, negative = inhibition, actives largely listed as inhibitors | 360,000 tested, 2.8% active | AID 720504, 2013; note: potency is the fitted concentration of half-maximal effect; series mostly up to about 57 µM; % is set by controls: 0 for no effect and ±100 for the full control effect; nearly all actives have a fitted effect of over 65% in size
# Target sequence (P53350 whole entry, looked up, the tested form may be a part): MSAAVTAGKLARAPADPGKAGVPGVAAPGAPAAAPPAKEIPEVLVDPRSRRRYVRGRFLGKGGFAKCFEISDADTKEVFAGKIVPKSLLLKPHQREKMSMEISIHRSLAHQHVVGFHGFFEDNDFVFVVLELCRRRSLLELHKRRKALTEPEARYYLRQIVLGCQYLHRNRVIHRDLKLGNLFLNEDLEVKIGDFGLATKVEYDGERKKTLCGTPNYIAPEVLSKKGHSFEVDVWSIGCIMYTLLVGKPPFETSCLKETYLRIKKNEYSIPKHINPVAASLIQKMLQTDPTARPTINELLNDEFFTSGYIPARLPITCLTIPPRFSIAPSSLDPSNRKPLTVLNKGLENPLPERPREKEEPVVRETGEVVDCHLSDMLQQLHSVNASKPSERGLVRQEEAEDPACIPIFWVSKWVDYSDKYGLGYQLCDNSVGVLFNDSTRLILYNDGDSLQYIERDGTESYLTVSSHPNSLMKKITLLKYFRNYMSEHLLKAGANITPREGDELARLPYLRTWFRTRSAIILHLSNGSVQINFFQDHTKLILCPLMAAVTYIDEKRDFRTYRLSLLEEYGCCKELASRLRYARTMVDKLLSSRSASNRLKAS
# PTHR1 agonist = qHTS for PTHR1 Agonists: Primary Screen. 410,000 tested, 0.075% active. Parathyroid hormone/parathyroid hormone-related peptide receptor (Homo sapiens), Q03431. HEK293 GP2 PTHR1 cells, GloSensor cAMP luminescence, 1 h. Potency, µM (titrated, usually from 115 µM), without a hit: at the top dose activation, hits mostly activators. AID 743266, 2014; note: potency is the fitted concentration of half-maximal effect; nearly all actives have a fitted effect of over 55% in size; some results filed as inactive show a strong effect at the top dose; inactives centre near -15; many of its hits are not listed in these tables
#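 HEK-293-derived GP2 cells expressing PTHR1 and a GloSensor cAMP reporter, 3,000/well, plated overnight, given luciferin plus IBMX (each 0.5 mM as added) for 1 h at 37 °C, then compound for 1 h at 37 °C. Luminescence was read after 15 min at room temperature.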
# Numbers without * were called inactive; i = inactive; ? = inconclusive; . = no result given; [ ] = remark or other dose. Unless noted, calls come from the whole dose curve; as a rule, active = well fitted curve in the direction sought with a large enough effect; inconclusive = small, poorly fitted or top-dose-only effect, or another doubt; inactive = no such curve, though single readings can be large; an effect the other way counts as inactive or inconclusive. Not all compounds are listed; rates above refer to the full screens.
SMILES,HEK293 tox,EPAC1 ag,EPAC1 antagonist,IL2 activator,GLP1R inv ag,PI5P4Ka inh,GLP-1R agonist,PLK1 PBD block,PTHR1 agonist
CN(C)c1cccc2c1c(NC(=O)Nc1ccc(F)cc1F)nn2C,2.6%,4.6%,-5.7%,4.3,9.9%,-9.3,11.1%,-16.8%,i
CCc1ccc(NC(=O)C(C)Oc2nnc(-c3cccs3)c(-c3cccs3)n2)cc1 (stereo not drawn),-17.6%,6.6%,-6.2%,0.2,10µM*,-4.9,-0.5%,-0.9%,-3.5%[57.5 µM]
CC(=O)O[C@H]1C[C@@]2(O)[C@@H](OC(=O)c3ccccc3)C3[C@@](C)([C@@H](O)C[C@H]4OC[C@@]34OC(C)=O)[C@@H](O)[C@H](OC(C)=O)C(=C1C)C2(C)C (stereo partly drawn),-7.3%,-16.1%,7.5%,1.4,-19.8%,2.1,5.1%,-11.0%,-4.3%
CCCn1c(Cc2ccccc2)nnc1SC(C)C(=O)NC1CC1 (stereo not drawn),1.6%,14.3%,-3.5%,1.0,-29.8%,-0.5,2.7%,-3.2%,i
O=c1cc(C2CCCCC2)[nH]c(=O)[nH]1,-1.6%,5.9%,3.8%,0.4,23.1%,-30.0,0.1%,-1.2%,i
Cc1cc(CN(C)C(=O)c2ccc3nc(Cc4ccccc4F)oc3c2)on1,3.1%,-6.2%,?,1.9,15.0%,9.1,-3.5%,-15.4%,-47.9%[inhibitor]
Clc1ccc2c(c1)C=Nc1c(NCc3ccccc3)ncnc1O2,-4.2%,-5.5%,-2.5%,7.7,9.7%,0.8,-4.2%,-3.5%,i
CN1CCN(C(=S)Nc2cc(S(=O)(=O)N3CCOCC3)ccc2Cl)CC1,-7.5%,-0.2%,12.0%,0.3,-12.3%,-2.6,0.6%,-13.5%,-3.7%
CCOC(=O)/C(C#N)=C1\Nc2ccccc2N=C1N(CC(C)C)CC(C)C,122.3%[activator],21.7%,-3.6%,-1.8,-0.2%,.,1.4%,-8.5%,-48.0%[inhibitor]
COc1ccc(S(=O)(=O)NNC(=O)c2sccc2-n2cccc2)cc1,-0.4%,3.9%,-7.8%,4.3,7.8%,0.0,4.0%,-8.7%,i
CCc1c(C)nc2ncnn2c1NCCc1ccc(Cl)cc1,13.4%,11.7%,7.9%,-0.9,8.8%,7.4,4.7%,-8.3%,-29.3%
C=CCn1c(C)c(C(C)=O)c(N2CCN(C(c3ccccc3)c3ccccc3)CC2)nc1=S,?,3.9%,0.5%,2.7,7.08µM*,-5.1,7.7%,-5.2%,i
O=C1C2CC=CCC2C(=O)N1Cc1ccccc1 (stereo not drawn),23.7%,5.6%,4.2%,0.7,-5.2%,.,0.1%,0.0%,-5.6%[57.5 µM]
O=C(NCCC1=CCCCC1)c1ccc(F)cc1,3.8%,-5.9%,-5.1%,-2.9,?,0.1,-1.8%,-3.6%,-22.8%
Cc1ccc(C)c(NC(=O)CCC(=O)NNS(=O)(=O)c2ccc(Cl)cc2)c1,0.4%,-9.2%,11.1%,-0.1,-7.1%,1.2,-4.1%,?,9.6%
CCS(=O)(=O)c1nc(S(=O)(=O)c2ccc(Cl)cc2)c(N2CCC(C(N)=O)CC2)s1,4.5%,-9.9%,14.5%,-3.0,2.0%,-2.7,-4.3%,5.4%,i
COc1ccccc1OCCNC(=O)c1ccc(C)c(S(=O)(=O)N2CCOCC2)c1,11.4%,-4.5%,11.5%,4.8,2.0%,4.4,-1.3%,-2.8%,i
Cc1c(C(=O)NCC2CCCO2)sc2nc(-c3ccccc3)cn12 (stereo not drawn),-25.2%,-9.7%,14.9%,-0.6,-4.2%,0.1,19.6%,5.0%,-47.9%[inhibitor]
CC(=O)Nc1ccc(C(=O)NC(CC(=O)O)c2ccc(Cl)cc2)cc1 (stereo not drawn),3.4%,5.1%,-8.0%,2.5,0.0%,.,7.9%,-5.5%,i
Cc1ccc(S(=O)(=O)C2(C(=O)NC3CCCC3)CC2)cc1,-6.8%,-4.8%,-1.6%,3.7,-2.2%,.,-6.6%,4.1%,-21.9%
O=C(Cn1nc(C(=O)O)c2ccccc2c1=O)Nc1ccc(Br)cc1,8.0%,-0.1%,-5.5%,0.0,-0.5%,1.2,7.8%,-9.2%,-21.5%
O=C(COc1ccc2c(c1)OCO2)NCc1cccs1,10.6%,11.3%,-7.1%,0.2,12.6%,-9.8,0.7%,-10.2%,-23.6%
COc1cnc(-c2ccccn2)nc1NC(C)C,?,6.4%,8.7%,1.4,?,3.5,6.8%,-8.1%,i
Cc1cn([C@H]2C[C@H](O)[C@@H](CNC(=O)[C@@H]3C[C@H](F)CN3)O2)c(=O)[nH]c1=O,-12.6%,8.1%,1.5%,0.0,3.3%,-3.5,1.6%,2.7%,-6.8%
C/C(N)=C(/C#N)C(=O)CSc1nnnn1-c1ccccc1,-7.7%,-3.3%,-6.4%,-2.4,0.2%,?,-1.2%,-19.9%,i

# Overlap with the part before: two entries; new compounds follow.
SMILES,HEK293 tox,EPAC1 ag,EPAC1 antagonist,IL2 activator,GLP1R inv ag,PI5P4Ka inh,GLP-1R agonist,PLK1 PBD block,PTHR1 agonist
Cc1cn([C@H]2C[C@H](O)[C@@H](CNC(=O)[C@@H]3C[C@H](F)CN3)O2)c(=O)[nH]c1=O,-12.6%,8.1%,1.5%,0.0,3.3%,-3.5,1.6%,2.7%,-6.8%
C/C(N)=C(/C#N)C(=O)CSc1nnnn1-c1ccccc1,-7.7%,-3.3%,-6.4%,-2.4,0.2%,?,-1.2%,-19.9%,i
CCSc1nc2sc3c(c2c(=O)n1CC)CC(C)(C)OC3,1.8%,21.1%,5.7%,-0.4,0.9%,-4.8,3.0%,4.3%,-23.0%
Nc1c(NCCN2CCOCC2)c2ccccc2oc1=O,-7.2%,-11.0%,2.3%,-0.1,8.1%,-0.7,-15.4%,-10.0%,i
S=C1NCCOCCOCCOCCNC(=S)NCCOCCOCCOCCN1,-6.7%,3.5%,-19.2%,1.4,5.3%,-2.1,-9.2%,-13.7%,i
COc1ccc(S(=O)(=O)CC(=O)Nc2ccccc2Cl)cc1,-6.1%,1.1%,-10.2%,-1.8,0.5%,5.0,3.1%,-10.7%,-8.8%
CC(C)c1ccc(C(=O)N2CCCC(c3cc(C(=O)NCc4ccccc4)no3)C2)cc1 (stereo not drawn),2.4%,4.2%,-18.3%,-0.4,?,0.6,7.6%,-8.4%,-43.2%[inhibitor]
CCOC(=O)C1CCN(c2nc3cc(OC)ccc3cc2C#N)CC1,-1.7%,14.2%,4.2%,-0.5,-3.6%,-4.8,7.5%,5.0%,i
Cc1ccc(/C=C/C(O)=C2/C(=O)N(C)C3(C)CC2c2ccccc2O3)cc1 (stereo not drawn),1.1%,12.0%,0.5%,-2.1,2.24µM*,15.2,-6.5%,-3.0%,-25.6%
O=C(COc1ccccc1-c1ccccc1)N/N=C/c1ccncc1,-6.7%,7.3%,-41.0%,-0.9,?,8.7,8.1%,-23.6%,-44.6%[inhibitor]
Cc1ccc(C(=O)c2oc3ccccc3c2NC(=O)Cc2ccccc2)cc1,0.0%,.,.,.,3.2%,.,2.3%,.,i
Cc1[nH]n(C2=NCCS2)c(=O)c1N=Nc1cccc(C(F)(F)F)c1,2.5%,17.3%,0.2%,-0.1,?,4.2,-5.8%,-15.0%,-22.2%
O=C1c2nccnc2C(=O)N1Cc1ccccc1,73.2%[activator],8.3%,-8.4%,-5.3,11.9%,11.5,-2.2%,-26.3%,15.0%
Cc1cc(C)n2nc(SCn3nnc4ccccc4c3=O)nc2n1,-6.1%,-7.3%,7.0%,-0.3,0.0%,.,20.4%,-0.3%,-4.2%[57.5 µM]
CCN(CC(=O)Nc1ccc(OC)cc1)C(=O)c1ccccc1Sc1ccccc1C#N,-15.1%,-3.5%,-10.8%,-0.8,?,12.1,13.5%,-2.5%,-2.1%
Clc1ccc(CN2CCN(/N=C/c3ccco3)CC2)cc1,2.5%,-7.3%,0.6%,0.1,-19.3%,-8.9,7.2%,-1.4%,i
Cc1sc2cc3c(c(C(=O)c4ccccc4)[n+]2c1C)-c1cccc2cccc-3c12,?,1.5%,-4.8%,-3.5,?,-6.7,-0.6%,?,-26.6%
CCn1c(CNC(=O)c2ccco2)nnc1SCC(=O)c1ccccc1,4.4%,-11.1%,21.5%,3.9,10.8%,-3.3,-6.5%,-4.6%,-3.2%
CCOc1ccccc1CN1CCN(Cc2cc3ccccc3[nH]2)CC1CCO (stereo not drawn),-25.2%,-1.4%,-2.5%,3.9,10µM*,-3.8,12.6%,1.3%,i
COc1ccc(S(=O)(=O)N2CCCC2CNC(=O)C(=O)Nc2ccc(C)cc2)cc1 (stereo not drawn),-11.0%,0.8%,-17.0%,-4.9,?,2.8,13.9%,4.2%,-68.5%[inhibitor]
Cc1cccc(C=CC(=O)c2ccc(Cl)cc2)c1,7.7%,15.1%,-15.0%,0.4,?,4.7,1.2%,-11.0%,-41.5%[inhibitor]
CN1CCN(CCNC(=O)Nc2ccc([N+](=O)[O-])cc2)CC1,4.8%,-6.7%,1.4%,0.1,-11.5%,3.4,0.2%,-1.6%,i

# High-throughput results (PubChem)
